LMP1 NFkB inh: inhibitors of Epstein-Barr LMP1-induced NF-kappaB reporter; 350,000 tested, 0.69% active; LMP1-induced NF-kappaB luciferase reporter cells, luminescence; AID 504558; inhibition, % at 12.5 µM; in the data active means inhibition above about 41%;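 further: 0% = neutral control wells and 100% = reference inhibitor control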
TROY NFkB inh: inhibitors of TROY-dependent NF-kB signaling | AID 1347056 | Q293 LMP1-TROYcd NF-kB luciferase reporter, 4 h | 360,000 tested, 0.98% active | inhibition, % at 10 µM;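 active means compounds whose plate-normalised and pattern-corrected inhibition of the luciferase reporter signal at the single screening dose is 50% or more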
TWEAK-Fn14 inh: blocks TWEAK-Fn14 interaction in a reporter cell assay. TWEAK-stimulated Fn14 reporter cells, luciferase luminescence, 8 h. inhibition, % at 10 µM. 360,000 tested, 2% active. AID 1159606; in the data active means inhibition above about 50%
NCOA1 inh: inhibits human SRC1 coactivator. Q15788. HEK293 GAL4-SRC1 luciferase reporter, luminescence. inhibition, % at 3.6 µM. 360,000 tested, 0.12% active. AID 588354;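 active means inhibition above the campaign mean plus 3 SD, with each screening campaign given its own cutoff, cut at about 60% in these data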;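 further: 0% = DMSO treated cells and 100% = gossypol at 36 µM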
Target sequence (Q15788 whole entry, looked up, the tested form may be a part): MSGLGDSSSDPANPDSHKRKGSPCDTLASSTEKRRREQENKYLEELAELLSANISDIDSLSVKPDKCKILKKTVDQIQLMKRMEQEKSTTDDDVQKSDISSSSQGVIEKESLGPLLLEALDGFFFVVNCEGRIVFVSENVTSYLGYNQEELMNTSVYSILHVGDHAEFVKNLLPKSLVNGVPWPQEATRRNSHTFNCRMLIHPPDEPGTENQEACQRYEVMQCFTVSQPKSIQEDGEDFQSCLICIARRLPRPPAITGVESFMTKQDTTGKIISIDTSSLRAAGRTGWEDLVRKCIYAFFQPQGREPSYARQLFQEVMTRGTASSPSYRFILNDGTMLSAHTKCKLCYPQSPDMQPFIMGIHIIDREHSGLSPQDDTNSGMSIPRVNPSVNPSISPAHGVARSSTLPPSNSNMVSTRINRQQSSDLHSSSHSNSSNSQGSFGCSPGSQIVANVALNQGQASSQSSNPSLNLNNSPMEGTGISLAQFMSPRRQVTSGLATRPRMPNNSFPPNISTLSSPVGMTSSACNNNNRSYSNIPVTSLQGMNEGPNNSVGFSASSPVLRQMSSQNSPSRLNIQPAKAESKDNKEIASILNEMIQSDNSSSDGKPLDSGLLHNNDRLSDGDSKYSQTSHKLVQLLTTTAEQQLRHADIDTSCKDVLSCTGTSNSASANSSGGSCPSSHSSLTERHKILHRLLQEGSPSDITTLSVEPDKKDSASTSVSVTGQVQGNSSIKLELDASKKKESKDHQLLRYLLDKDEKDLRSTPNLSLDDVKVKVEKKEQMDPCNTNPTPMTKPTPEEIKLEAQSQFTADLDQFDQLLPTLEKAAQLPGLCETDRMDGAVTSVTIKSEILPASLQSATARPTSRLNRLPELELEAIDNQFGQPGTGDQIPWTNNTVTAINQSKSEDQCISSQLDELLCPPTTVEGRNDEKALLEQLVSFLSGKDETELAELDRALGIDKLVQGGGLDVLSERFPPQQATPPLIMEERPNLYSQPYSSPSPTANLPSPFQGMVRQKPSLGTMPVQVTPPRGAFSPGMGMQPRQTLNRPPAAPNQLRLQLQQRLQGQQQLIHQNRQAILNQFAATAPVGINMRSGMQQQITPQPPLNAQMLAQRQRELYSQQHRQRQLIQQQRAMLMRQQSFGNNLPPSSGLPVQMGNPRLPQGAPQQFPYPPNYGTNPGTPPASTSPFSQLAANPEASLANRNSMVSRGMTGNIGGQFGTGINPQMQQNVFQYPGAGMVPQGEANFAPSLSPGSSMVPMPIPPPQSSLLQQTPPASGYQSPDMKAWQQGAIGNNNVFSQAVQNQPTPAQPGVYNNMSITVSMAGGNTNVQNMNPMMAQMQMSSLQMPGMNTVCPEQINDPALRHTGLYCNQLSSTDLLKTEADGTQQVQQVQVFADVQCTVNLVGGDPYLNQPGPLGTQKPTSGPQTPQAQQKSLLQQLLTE
NR5A2 inv ag: inverse agonists of human LRH-1 (NR5A2) | O00482 | HEK293T StAR-luciferase reporter, LRH-1 transfected, 24 h | inhibition, % at 3.6 µM | 360,000 tested, 0.13% active;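 active means inhibition above the mean inhibition of all tested compounds plus 3 SD, cut at about 73% in these data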;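 further: 0% = DMSO wells and 100% = reporter-only cells lacking LRH-1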
CF NFkB block: inhibitors of cystic fibrosis induced NF-kB; inhibition, % at 5 µM; 360,000 tested, 0.86% active; KKLEB NF-kB-GFP reporter, PAF-induced, GFP fluorescence overnight;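 active means at least 50% inhibition at 5 µM, scaled per plate between neutral and stimulator controls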;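 further: PAF is a Pseudomonas aeruginosa culture filtrate used as stimulus; plate controls were PAF-stimulated DMSO wells for no effect and unstimulated DMSO wells for full effect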
Shn3 3UTR inh: Schnurri-3 reporter inhibition in Clone20 osteoblasts. AID 588674. 360,000 tested, 0.52% active. Clone20 osteoblast Shn3 3'UTR firefly luciferase, 24 h. inhibition, % at 12.5 µM;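 active means mean inhibition of at least 75% with every replicate also reaching 75%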;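 further: 0% = median of neutral control wells and 100% = pilot-screen positive control compound; some compounds past the cut are filed as inactive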
SRC3 inh: inhibitors of human steroid receptor coactivator 3 (SRC3) | Q9Y6Q9 | HEK293 GAL4-SRC3 luciferase reporter, luminescence | inhibition, % at 3.6 µM | 360,000 tested, 0.17% active;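 active means inhibition above a per-campaign cutoff, the mean of all compounds plus 3 SD, cut at about 60% in these data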;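 further: 0% = DMSO-treated cells and 100% = gossypol-treated cells at 36 µM; higher means less SRC3-driven luciferase light from the GAL4 reporter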
KKLEB tox: CF airway cell cytotoxicity counter-screen. KKLEB CF airway cells viability, ATPlite luminescence, overnight; active compounds read low; cells stimulated with P. aeruginosa culture filtrate. activity change (cytotoxicity), % at 5 µM. 360,000 tested, 0.36% active;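 active means corrected activity change at or below -50% at 5 µM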
NR2F2 inh: NR2F2 (human) inhibition, primary screen; 370,000 tested, 0.7% active; P24468; HEK293T NGFI-A luciferase reporter, luminescence; inhibition, % at 8.6 µM;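 active means inhibition above a per-plate cutoff, mean inhibition of test wells between control levels plus 3 SD, cut at about 38% in these data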;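 further: cells cotransfected with COUP-TFII expression vector driving the NGFI-A reporter; 0% = median of COUP-TF2 test wells and 100% = reporter-only cells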
C8 TRAIL sens: sensitizes caspase-8 expressing cells to TRAIL. NB7+C8 cells + TRAIL, ATPlite viability luminescence. inhibition (viability loss, TRAIL sensitization), % at 10 µM. 360,000 tested, 1% active. AID 624354;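 active means compounds causing at least 50% loss of cell viability in the single-dose screen, relative to plate controls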
Numbers without * were called inactive; . = not tested or not shown. This is a subset (hit frequency here may not be typical).

Fields: LMP1 NFkB inh	TROY NFkB inh	TWEAK-Fn14 inh	NCOA1 inh	NR5A2 inv ag	CF NFkB block	Shn3 3UTR inh	SRC3 inh	KKLEB tox	NR2F2 inh	C8 TRAIL sens
CC(=O)Nc1ccc(NC(=O)Cc2sc(-c3cccnc3)nc2-c2ccc(C)cc2)cc1
→ 1	-5	9	-1	2	13	-27	-23	-2	12	3
CSc1ncc(F)c(N(CCO)CCO)n1
→ 9	-6	-6	13	12	11	18	3	5	-1	-4
O=C(NCC(=O)N1CCC2(CC1)NCCc1[nH]cnc12)c1ccc(Br)cc1
→ 1	-16	0	-5	10	-21	-1	5	11	21	-1
O=C(c1ccc(Cl)cc1)c1cnc(-c2ccccc2)s1
→ -10	-51	-22	11	1	-6	-49	-6	14	12	11
CC(OC(=O)c1ccccc1O)C(=O)Nc1cccc(Cl)c1 (stereo unspecified)
→ 0	6	23	-4	24	-9	35	25	3	3	5
CC(=O)c1cccc(NC(=O)CN2C(=S)NC(C)(C)CC2C)c1 (stereo unspecified)
→ 0	11	25	-7	-25	2	-11	-7	0	-6	2
COc1ccc(NC(=O)c2cccc(OS(=O)(=O)N(C)C)c2)cc1
→ -22	-32	0	-136	-151	-2	-19	-97	-5	-24	44
COc1ccc(/C=C/c2ccc3cccc(O)c3n2)cc1Br
→ 4	54*	72*	-44	-14	-21	-67	-43	5	-7	13
CCN(c1ccccc1)S(=O)(=O)c1cccc(C(=O)NCC(c2ccco2)N2CCCC2)c1 (stereo unspecified)
→ 5	3	9	-18	8	5	11	-41	10	-10	23
CN(C)c1ccc(C(=S)N2CCN(Cc3ccccc3)CC2)cc1
→ 1	-14	4	-3	-3	-28	-3	3	-7	6	4
O=c1[nH]c2c(oc3ccccc32)c(=O)n1Cc1ccccc1
→ 4	0	11	4	12	-20	-11	-9	-5	10	-16
COc1ccc(CCNC(=O)C2CCN(S(=O)(=O)N3CCCCC3)CC2)cc1OC
→ -2	-37	8	-3	8	0	-4	-9	-5	2	13
Fc1ccc(-c2cc(C(F)(F)F)nc(-n3cccn3)n2)cc1
→ -1	4	6	-6	-1	-4	-6	-1	0	23	-6
O=C(Nc1ccccn1)C12CC3CC(CC(C3)C1)C2
→ -6	-5	-20	1	-12	2	-17	-7	-1	-6	-7
Cc1ccccc1-c1noc(CCC(=O)NC2CCCCC2)n1
→ -6	-3	16	-6	11	7	0	-9	4	-15	-21
O=C(CN1C2CCCC1CC(NC(=O)c1ccccc1)C2)NC1CC1 (stereo unspecified)
→ 0	14	12	6	2	-11	-6	-13	-10	11	-4
Cc1cccc(C)c1OC(=O)c1ccccc1
→ 1	-4	11	10	-18	16	9	-4	-11	-11	-8
CCOC(=O)C1(Cc2ccccc2C)CCCN(C(=O)CSC)C1 (stereo unspecified)
→ 9	-3	12	-30	20	-3	1	16	-2	-19	4
CCOC(=O)C1CCCN(CCC(=O)Nc2ccc(Br)c(C)c2)C1 (stereo unspecified)
→ -4	5	-13	-3	13	9	-8	4	3	-2	8
CCOC(=O)CSc1nnc(-c2nnc(SCC(=O)OCC)n2CC)n1CC
→ 0	-7	-9	4	2	5	10	-1	1	-4	3

More results follow.
Fields: LMP1 NFkB inh	TROY NFkB inh	TWEAK-Fn14 inh	NCOA1 inh	NR5A2 inv ag	CF NFkB block	Shn3 3UTR inh	SRC3 inh	KKLEB tox	NR2F2 inh	C8 TRAIL sens
Cn1c(-c2ccco2)n[nH]c1=S
→ -1	5	-23	7	18	19	-7	20	2	3	1
COc1ccc(N2C(=O)C(CC(=O)Nc3ccccc3)N(Cc3ccc(OC)c(OC)c3)C2=O)cc1 (stereo unspecified)
→ -8	4	-3	-15	-11	0	84	3	-16	-4	-1
Cc1ccc(CN(C(=O)c2cc(=O)c3cc(C)cc(C)c3o2)C2CCS(=O)(=O)C2)cc1 (stereo unspecified)
→ .	-16	-8	3	-9	13	1	17	-19	-9	-7
Cc1ccc(Cn2c(C(C)Nc3nc(-c4ccc(F)cc4)cs3)nc3cc(Cl)c(Cl)cc32)cc1 (stereo unspecified)
→ 4	45	52*	-16	3	20	9	-5	-10	-2	16
O=C(Nc1ccccc1F)c1ccncc1
→ 2	-18	-2	-11	-2	5	1	1	2	-2	-14
COc1cc(OC)cc(C(=O)NC(C(=O)NNC(=O)c2cc(Cl)ccc2OC)C(C)C)c1 (stereo unspecified)
→ 0	9	-6	-14	1	1	23	15	19	10	1
Cc1ccccc1SCC(=O)NCC1(N2CCCCC2)CCCCC1
→ -4	6	19	0	-22	-30	25	3	11	20	-2
CCOC(=O)c1sc(=NC(=O)c2c(F)cccc2F)n(C)c1C
→ -4	-42	-11	-43	-31	14	-31	-31	-2	-8	-14
CCS(=O)(=O)c1ccc(C(=O)NC)c(Cl)c1Cl
→ 14	8	2	-11	1	4	0	-10	-3	-5	0
N#Cc1cc2ccccc2nc1SCC(=O)Nc1ccccc1N1CCOCC1
→ -7	13	18	4	-5	4	8	4	10	12	6
CCCc1[nH]c2ccc(C(=O)OC)cc2c1CCC
→ -2	-42	-16	3	-10	22	-16	-15	4	8	5
O=C(COc1ccccc1)NCC(=O)N1CCCC(C(F)(F)F)C1 (stereo unspecified)
→ -8	3	3	1	1	27	3	10	2	-8	-20
COC1=C(OC)C(=O)C(CCCCCCCCCCO)=C(C)C1=O
→ .	50*	77*	2	6	32	15	7	2	7	-12
O=C(c1ccccc1F)N1C(=O)c2cccc3cccc1c23
→ -2	0	-16	7	11	-5	7	7	0	-1	6
O=C(CSc1nnc(-c2ccco2)o1)c1ccc(O)cc1O
→ 5	-29	13	3	-5	15	-9	2	-7	-8	16
CC(C)CSc1ncnc2c1oc1nc3c(cc12)COC(C)(C)C3
→ -12	-5	-44	-29	-11	4	-1	5	-9	0	-12
NC(c1csc(Nc2cc(Oc3ccccc3)ncn2)n1)c1ccccc1Cl (stereo unspecified)
→ .	21	-1	3	2	47	-4	5	-30	-10	26
COC(=O)c1ccc(COn2c(=O)c(C)[n+]([O-])c3ccccc32)cc1
→ 0	-10	4	7	13	-22	4	7	18	-2	-25
Cc1ccc(Cn2c(=N)n(CC(=O)c3ccc([N+](=O)[O-])cc3)c3ccccc32)cc1
→ -1	9	-5	-22	-6	36	9	20	-61*	12	26
Cc1cc(C(=O)N/N=C/c2ccc(-c3cccc([N+](=O)[O-])c3)o2)n[nH]1
→ 11	3	-38	11	17	-43	1	-4	3	-6	-9

More results:
Fields: LMP1 NFkB inh	TROY NFkB inh	TWEAK-Fn14 inh	NCOA1 inh	NR5A2 inv ag	CF NFkB block	Shn3 3UTR inh	SRC3 inh	KKLEB tox	NR2F2 inh	C8 TRAIL sens
CCN1CCCC1CNC1=NCCCCC1 (stereo unspecified)
→ -25	-2	-1	-5	12	-6	13	15	1	-20	2
COC(=O)[C@@]1(Cc2ccc(F)cc2)[C@H]2c3cc(C(=O)N(C)C)n(Cc4ccc(Cl)c(C(F)(F)F)c4)c3C[C@H]2CN1C(=O)c1ccccc1
→ .	4	34	.	4	.	.	.	.	-1	1
CCc1nc2ccc(C(=O)NCCCn3ccnc3)cn2c1N(C)C(=O)C1CCCCC1
→ .	-12	-15	-4	-33	-42	13	5	8	20	-13
N/C(COc1cccc(C(F)(F)F)c1)=N\NC(=O)c1cccnc1Oc1ccccc1
→ 6	-9	-12	0	29	8	2	18	-7	-6	5
CC(C)NS(=O)(=O)c1ccc(NC(=O)C(C)OC(=O)CCCOc2ccccc2)cc1 (stereo unspecified)
→ -1	13	-3	-10	22	2	2	-10	-5	14	-1
O=C(NC1CCCCC1)c1ccccc1-c1ccccc1
→ 6	1	-4	-7	-18	3	-35	11	5	10	7
O=C(Nc1cc([N+](=O)[O-])ccc1O)NC1CCS(=O)(=O)C1 (stereo unspecified)
→ 2	-6	7	-4	5	2	7	12	-3	11	-8
CC12c3ccccc3C(c3ccccc31)C1C(=O)N(c3cccnc3)C(=O)C12 (stereo unspecified)
→ -14	3	12	-15	-3	4	-1	-4	2	11	-6
COc1ccccc1NS(=O)(=O)c1cc(C(=O)NCc2cccnc2)ccc1C
→ -5	-18	4	-1	-1	11	-7	1	-3	-13	6
O=[N+]([O-])c1ccc(-c2nc(NCC3CCCO3)c3ccccc3n2)cc1 (stereo unspecified)
→ -2	-44	-14	-36	28	-5	11	4	-1	0	-9
O=S1(=O)c2ccccc2N=NN1Cc1ccc(Cl)cc1
→ 4	-12	-9	-54	8	18	0	6	-4	-25	-6
CN(C)c1nc(SCc2ccccc2)nc(N2CCOCC2)n1
→ -4	6	-1	-2	2	27	16	8	-20	-10	-2
CCOc1cc(N2CCOCC2)c(OCC)cc1NC(=O)Cc1ccccc1
→ -7	14	-21	-17	-8	8	.	14	4	-18	-13
CCC/C(C#Cc1ccc(N(C)C)cc1)=C1/c2ccccc2C(=O)N1c1ccccc1
→ -7	-33	-11	-15	11	-67	16	-16	-4	10	0
Cc1c(Cl)cccc1NC(=O)Cn1c(CCC(=O)O)ccc1-c1ccccc1
→ -4	3	4	-4	-3	8	23	-17	-1	15	-22
CCCC(O)(c1ccc(OC)cc1)C(CN1CCOCC1)c1ccccc1 (stereo unspecified)
→ 8	12	3	11	1	16	-11	5	-13	4	4
Clc1cccc(Cl)c1C1Nc2cccc3cccc(c23)N1
→ 4	25	0	-10	-21	-11	28	1	2	10	0
CC(C)c1ccccc1NC(=O)C1CN(S(=O)(=O)c2ccccc2)CCN1S(=O)(=O)c1ccccc1 (stereo unspecified)
→ -1	11	16	-9	-23	9	5	5	-2	11	-11
COc1ccc(NC(=O)C2CCN(S(=O)(=O)c3ccccc3)CC2)cc1
→ 3	9	6	-3	23	-8	13	5	2	17	-13
Cc1cc(Br)cn2c(Cc3ccccc3C(F)(F)F)c(-c3ccc(Cl)cc3)nc12
→ .	41	27	.	5	.	.	.	.	-28	22

Screening data: PubChem BioAssay, several laboratories
